697 NFkB inh: inhibitors of the PMA/ionomycin-induced NF-kB reporter in 697 B cells; 697 B-cell NF-kB luciferase reporter, 16 h; inhibition, % at 4 µM; actives 0.33% (n = 330,000); AID 435022; in the data active = inhibition above about 35%
Mdm2 MdmX PPI: disrupts the human Mdm2-MdmX interaction; O15151+Q00987; SaOS-2 split-luciferase Mdm2/MdmX complementation, luminescence; inhibition, % at 8 µM; actives 3% (n = 330,000);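 active = inhibition of at least 50% at 8 µM in the primary screen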
CXCR6 block: blocks human CXCR6 beta-arrestin recruitment | inhibition, % at 20 µM | actives 0.36% (n = 360,000) | CHO-K1 PathHunter CXCR6 beta-arrestin, luminescence | AID 602244 | O00574; in the data active = inhibition above about 34%, passing the limit was not always enough;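 note: antagonist mode with CXCL16 agonist at 10 nM final; 0% = 10 nM CXCL16 with DMSO and 100% = unstimulated wells without agonist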
Gli-Sufu block: antagonists of Gli-Sufu signaling; Sufu-KO-LIGHT fibroblasts, Gli luciferase reporter luminescence; actives 0.74% (n = 340,000); inhibition, % at 5 µM;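 active = inhibition above about 55%, limit read from the data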;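 note: 0% = DMSO-treated cells and 100% = wells with medium but no cells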
CHOP UPR activ: apoptotic UPR (CHOP) activation; CHO-CHOP luciferase reporter, luminescence; percent of tunicamycin response over DMSO baseline; activation, % at 10 µM; actives 0.34% (n = 330,000);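 active = at 10 µM dose, activation of 40% or more, normalized to positive control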;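 note: 100% = tunicamycin at 10 µg/mL and 0% = DMSO alone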
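Assay system: CHO cells with stable CHOP pathway luciferase reporter; Buffer or medium: F12 plus 10% serum; Times: 16-18 h cell attachment, then 6 h compound exposure, 37 °C; Signal: luciferase luminescence; Read-out basis: percent activation relative to tunicamycin control; Control set: tunicamycin high control, DMSO low control.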
Jurkat NFkB inh: lowers PMA/ionomycin-induced NF-kB signal in Jurkat cells | PMA/ionomycin-induced NF-kB luciferase reporter, luminescence | inhibition, % at 4 µM | actives 0.53% (n = 330,000) | AID 435003; in the data active = inhibition above about 50%
CCR6 antagonist: blocks CCL20-driven beta-arrestin recruitment at human CCR6. AID 493098. P51684. actives 0.49% (n = 340,000). CHO-K1 CCR6 PathHunter beta-arrestin, luminescence, CCL20-stimulated. inhibition, % at 20 µM;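 active = compounds whose inhibition of the agonist-driven luminescence signal at 20 µM reaches about 50%, limit read from the data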;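 note: cells stimulated with CCL20 at 14 nM final; plate controls were DMSO with CCL20 for no effect and DMSO without agonist for full effect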
Target sequence (P51684 whole entry, looked up): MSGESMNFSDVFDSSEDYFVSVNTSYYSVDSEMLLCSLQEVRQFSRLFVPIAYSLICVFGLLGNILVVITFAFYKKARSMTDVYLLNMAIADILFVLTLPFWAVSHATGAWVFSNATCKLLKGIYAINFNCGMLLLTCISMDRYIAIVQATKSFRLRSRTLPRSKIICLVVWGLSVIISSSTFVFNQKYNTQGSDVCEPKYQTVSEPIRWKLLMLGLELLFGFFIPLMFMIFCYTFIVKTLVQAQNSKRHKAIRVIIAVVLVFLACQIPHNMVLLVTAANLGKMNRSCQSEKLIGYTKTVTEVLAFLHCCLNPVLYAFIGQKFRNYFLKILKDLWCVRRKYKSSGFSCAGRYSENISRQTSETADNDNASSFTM
EBI2 antag: antagonists of human EBI2 receptor; EBI2 beta-arrestin recruitment, luminescence, 7a,25-OHC stimulated; inhibition, % at 5 µM; actives 0.81% (n = 360,000); AID 651636; in the data active = inhibition above about 38%;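 note: enzyme fragment complementation signal reports receptor beta-arrestin coupling in cells; 0% = agonist plus DMSO wells and 100% = wells without agonist; some results beyond the cut were filed as inactive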
Target sequence (P32249 whole entry, looked up, the tested form may be a part): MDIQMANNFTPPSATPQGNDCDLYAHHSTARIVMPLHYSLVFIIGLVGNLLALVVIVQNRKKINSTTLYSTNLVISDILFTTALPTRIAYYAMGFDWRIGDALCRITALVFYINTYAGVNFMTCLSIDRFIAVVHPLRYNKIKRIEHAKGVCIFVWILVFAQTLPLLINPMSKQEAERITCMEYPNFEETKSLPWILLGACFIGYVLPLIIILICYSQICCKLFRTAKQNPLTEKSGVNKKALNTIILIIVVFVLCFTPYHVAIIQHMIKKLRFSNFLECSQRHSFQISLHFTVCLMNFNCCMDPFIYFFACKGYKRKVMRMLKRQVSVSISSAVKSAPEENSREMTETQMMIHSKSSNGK
UPR XBP1 act: activators of adaptive arm of unfolded protein response (XBP1); CHO-XBP1 luciferase reporter, IRE1-XBP1 UPR activation, luminescence; percent of tunicamycin response, DMSO as zero; activation, % at 20 µM; actives 0.33% (n = 330,000); AID 463104;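 active = versus positive control, 20 µM dose yields 30% or more activation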;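 note: 100% = tunicamycin at 10 µg/mL and 0% = DMSO only wells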
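Material: CHO cell line with stable XBP1 luciferase reporter; schedule: 16-18 h cell attachment at 37 °C, then 6 h compound exposure; signal: glow luminescence from Steady-Glo reagent; medium: serum-containing F12 medium, 10% FBS; benchmarks: tunicamycin 10 µg/mL and vehicle-only wells; read-out: percent activation relative to tunicamycin reference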
* marks the source's active call; other numbers are inactive results.

1) Cc1ccc(N2C(=O)CSC23C(=O)Nc2ccccc23)cc1 (stereo unspecified)
2) CN(Cc1ccccc1)C(=O)C1CCN(S(C)(=O)=O)CC1
3) COCCNc1nnc(SCC(=O)N2CCN(S(=O)(=O)c3ccccc3)CC2)s1
4) Cc1cc(C)c(C)c(OCC(=O)O/N=C(\N)c2cccnc2)c1
5) O=[N+]([O-])c1ccc(S(=O)(=O)N2CCN(Cc3c[nH]c4ccccc34)CC2)cc1
entry no.	1	2	3	4	5
697 NFkB inh	-19	6	10	15	21
Mdm2 MdmX PPI	-17	-11	9	17	15
CXCR6 block	-6	-3	-7	-4	-4
Gli-Sufu block	-22	-17	6	-7	-2
CHOP UPR activ	-0.5	2.0	-1.4	-0.2	-4.2
Jurkat NFkB inh	-13	12	0	14	2
CCR6 antagonist	8	0	-11	-11	12
EBI2 antag	2	10	-9	-7	7
UPR XBP1 act	-2	0	-1	4	-5

6) Cc1cccc(C(=O)NC2CC3CCCC(C2)N3Cc2ccccc2)c1 (stereo unspecified)
7) COc1ccc(CNC(=O)/C=C/c2ccc(S(=O)(=O)N3CCOCC3)cc2)cc1
8) Cc1ccc(OCc2cc(C(=O)N(C)CCc3ccccc3)no2)cc1C
9) O=C(CCS(=O)(=O)c1ccc(Br)s1)NCc1ccccc1
10) O=C(NCc1ccc2c(c1)OCO2)c1cc(-c2ccncc2)nc2ccccc12
entry no.	6	7	8	9	10
697 NFkB inh	8	11	-69	1	12
Mdm2 MdmX PPI	2	15	-34	-6	2
CXCR6 block	-4	-1	-4	-7	1
Gli-Sufu block	31	7	-20	3	10
CHOP UPR activ	2.3	-0.4	7.2	1.4	1.2
Jurkat NFkB inh	12	10	-52	0	4
CCR6 antagonist	17	3	7	-5	7
EBI2 antag	3	5	-5	-4	2
UPR XBP1 act	-5	-4	1	3	0

11) Cc1ccc(NC(=O)C2=C(O)c3ccccc3N(C)S2(=O)=O)cc1
12) Cc1nc(Nc2cccc(O)c2)c2c3c(sc2n1)CCC3
13) Cc1ccc(/C=C(\NC(=O)c2ccccc2)C(=O)NCCc2ccccn2)o1
14) Cc1ccc(NC(=S)N(CCCN2CCC(C)CC2)Cc2ccco2)cc1C
15) CCn1cc(C(=O)N[C@H](C(=O)NCCCO)C(C)C)c(=O)c2cc3c(cc21)OCO3
entry no.	11	12	13	14	15
697 NFkB inh	-10	6	-9	11	18
Mdm2 MdmX PPI	1	18	-1	15	13
CXCR6 block	-5	-3	4	8	3
Gli-Sufu block	2	11	-2	12	3
CHOP UPR activ	0.4	-0.1	2.2	0.9	1.9
Jurkat NFkB inh	18	-7	-6	0	6
CCR6 antagonist	-15	4	2	6	5
EBI2 antag	-4	-8	-6	6	-5
UPR XBP1 act	0	4	-2	-3	4

16) Cc1cc(C(=O)N2CCCC(Nc3ccccc3)C2)c2ccc(F)cc2n1 (stereo unspecified)
17) CSC(=S)N/N=C/c1c[nH]c2ccccc12
18) CNC(=S)Nc1ccc(C)cc1
19) COc1cccc(-c2nc(CS(=O)(=O)CC(=O)NC3CCC(C)CC3)c(C)o2)c1 (stereo unspecified)
20) O=c1[nH][nH]c(=O)c2c(NS(=O)(=O)c3ccccc3)cccc12
entry no.	16	17	18	19	20
697 NFkB inh	2	12	-23	9	-4
Mdm2 MdmX PPI	15	10	-21	19	-10
CXCR6 block	3	14	-2	-5	-8
Gli-Sufu block	8	49	-9	2	29
CHOP UPR activ	-0.8	0.8	0.1	0.7	6.2
Jurkat NFkB inh	-13	-2	3	22	2
CCR6 antagonist	8	24	-27	9	4
EBI2 antag	10	-22	2	15	-3
UPR XBP1 act	-2	8	0	-4	-2

21) COc1ccc(-c2nnc(SCc3ccccn3)n2C)cc1
22) NC(=O)CC(NC(=O)Cc1ccc(Br)cc1)c1ccc(NCCc2ccccc2F)c([N+](=O)[O-])c1 (stereo unspecified)
23) Cn1cc(CCC(=O)N2CCCC(C(=O)c3ccc(C(C)(C)C)cc3)C2)cn1 (stereo unspecified)
24) CC(=O)Nc1ccc(S(=O)(=O)NCC(=O)OC(C)c2ccccc2Cl)cc1 (stereo unspecified)
25) COc1ccc(NS(=O)(=O)c2ccc(NC(=O)c3ccc(N(C)S(C)(=O)=O)cc3)cc2)cc1
entry no.	21	22	23	24	25
697 NFkB inh	0	15	-2	-9	-57
Mdm2 MdmX PPI	-2	13	-9	8	28
CXCR6 block	-8	14	-3	-2	-13
Gli-Sufu block	-61	-3	13	3	16
CHOP UPR activ	5.5	-1.2	-1.1	0.2	0.7
Jurkat NFkB inh	-28	7	-20	8	12
CCR6 antagonist	3	22	5	3	10
EBI2 antag	-14	-12	-5	1	-5
UPR XBP1 act	0	-4	1	-4	-4

Entries from the list above with a carbonyl joined to an NH by a bond outside any ring:
6) Cc1cccc(C(=O)NC2CC3CCCC(C2)N3Cc2ccccc2)c1 (stereo unspecified)
7) COc1ccc(CNC(=O)/C=C/c2ccc(S(=O)(=O)N3CCOCC3)cc2)cc1
9) O=C(CCS(=O)(=O)c1ccc(Br)s1)NCc1ccccc1
10) O=C(NCc1ccc2c(c1)OCO2)c1cc(-c2ccncc2)nc2ccccc12
11) Cc1ccc(NC(=O)C2=C(O)c3ccccc3N(C)S2(=O)=O)cc1
13) Cc1ccc(/C=C(\NC(=O)c2ccccc2)C(=O)NCCc2ccccn2)o1
15) CCn1cc(C(=O)N[C@H](C(=O)NCCCO)C(C)C)c(=O)c2cc3c(cc21)OCO3
entry no.	6	7	9	10	11	13	15
697 NFkB inh	8	11	1	12	-10	-9	18
Mdm2 MdmX PPI	2	15	-6	2	1	-1	13
CXCR6 block	-4	-1	-7	1	-5	4	3
Gli-Sufu block	31	7	3	10	2	-2	3
CHOP UPR activ	2.3	-0.4	1.4	1.2	0.4	2.2	1.9
Jurkat NFkB inh	12	10	0	4	18	-6	6
CCR6 antagonist	17	3	-5	7	-15	2	5
EBI2 antag	3	5	-4	2	-4	-6	-5
UPR XBP1 act	-5	-4	3	0	0	-2	4

19) COc1cccc(-c2nc(CS(=O)(=O)CC(=O)NC3CCC(C)CC3)c(C)o2)c1 (stereo unspecified)
22) NC(=O)CC(NC(=O)Cc1ccc(Br)cc1)c1ccc(NCCc2ccccc2F)c([N+](=O)[O-])c1 (stereo unspecified)
24) CC(=O)Nc1ccc(S(=O)(=O)NCC(=O)OC(C)c2ccccc2Cl)cc1 (stereo unspecified)
25) COc1ccc(NS(=O)(=O)c2ccc(NC(=O)c3ccc(N(C)S(C)(=O)=O)cc3)cc2)cc1
entry no.	19	22	24	25
697 NFkB inh	9	15	-9	-57
Mdm2 MdmX PPI	19	13	8	28
CXCR6 block	-5	14	-2	-13
Gli-Sufu block	2	-3	3	16
CHOP UPR activ	0.7	-1.2	0.2	0.7
Jurkat NFkB inh	22	7	8	12
CCR6 antagonist	9	22	3	10
EBI2 antag	15	-12	1	-5
UPR XBP1 act	-4	-4	-4	-4

Assay outcomes (PubChem BioAssay)
